Source: PubChem BioAssay (National Center for Advancing Translational Sciences (NCATS))
PTHR1 ag: qHTS for PTHR1 Agonists: Primary Screen. Parathyroid hormone/parathyroid hormone-related peptide receptor (Homo sapiens), Q03431. Potency, µM (titrated, usually from 115 µM), inactives show top-dose activation, usual class: activators. actives 0.075% (n = 410,000). HEK293 GP2 PTHR1 cells, GloSensor cAMP luminescence, 1 h. AID 743266, 2014; further: potency means the concentration at half of the fitted maximal effect; nearly all actives have a fitted effect of over 55% in size; some results filed as inactive show a strong effect at the top dose; inactives centre near -15; many of its hits are not listed in these tables
Target sequence (Q03431 whole entry, looked up): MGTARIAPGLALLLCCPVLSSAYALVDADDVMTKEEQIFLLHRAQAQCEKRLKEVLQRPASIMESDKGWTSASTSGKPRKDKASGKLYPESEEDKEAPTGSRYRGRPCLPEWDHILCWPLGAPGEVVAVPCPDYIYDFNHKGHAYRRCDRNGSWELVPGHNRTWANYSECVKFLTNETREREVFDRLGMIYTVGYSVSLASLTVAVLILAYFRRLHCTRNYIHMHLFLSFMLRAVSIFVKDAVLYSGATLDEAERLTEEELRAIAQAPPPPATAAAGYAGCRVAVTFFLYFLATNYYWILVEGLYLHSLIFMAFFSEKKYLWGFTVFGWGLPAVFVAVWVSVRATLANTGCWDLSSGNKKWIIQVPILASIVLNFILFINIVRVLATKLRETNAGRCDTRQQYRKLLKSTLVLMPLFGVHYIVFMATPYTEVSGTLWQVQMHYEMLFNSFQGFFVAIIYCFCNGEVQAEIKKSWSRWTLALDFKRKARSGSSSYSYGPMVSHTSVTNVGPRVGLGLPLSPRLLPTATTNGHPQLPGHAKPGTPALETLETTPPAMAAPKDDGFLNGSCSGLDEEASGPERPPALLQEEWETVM
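HEK-293-derived GP2 cells expressing PTHR1 and a GloSensor cAMP reporter, 3,000/well, plated overnight, given luciferin plus IBMX (each 0.5 mM as added) for 1 h at 37 °C, then compound for 1 h at 37 °C. Luminescence was read after 15 min at room temperature.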
DRD3 antagonist: qHTS of D3 Dopamine Receptor Antagonist: qHTS; actives 2.5% (n = 360,000); AID 652054, 2013; max response, negative = inhibition, %; D3R cells, DiscoveRx beta-arrestin luminescence, antagonist mode; hits give low values; D(3) dopamine receptor (Homo sapiens), P35462; in the data active means max response below about -50%; inconclusive means no clear call, values can overlap the other calls; further: on the % scale 0 is the no-effect control and ±100 the full control effect; mostly tested at two doses, the higher about 12 µM
Target sequence (P35462 whole entry, looked up): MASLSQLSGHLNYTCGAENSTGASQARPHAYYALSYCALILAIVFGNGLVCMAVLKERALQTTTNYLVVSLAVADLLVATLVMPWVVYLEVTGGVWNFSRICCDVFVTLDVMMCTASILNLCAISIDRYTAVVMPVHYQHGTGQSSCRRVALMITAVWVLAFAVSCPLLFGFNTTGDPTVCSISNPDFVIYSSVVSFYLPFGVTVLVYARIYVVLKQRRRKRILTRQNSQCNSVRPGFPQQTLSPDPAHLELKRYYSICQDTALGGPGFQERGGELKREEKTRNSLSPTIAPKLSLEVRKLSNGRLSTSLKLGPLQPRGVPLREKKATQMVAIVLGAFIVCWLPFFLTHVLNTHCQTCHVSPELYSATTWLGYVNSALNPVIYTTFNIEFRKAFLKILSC
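Cells expressing the human receptor were seeded at 1500 cells/well, incubated overnight at 37 degrees C in 5% CO2, then exposed to library compounds with dopamine controls for 90 minutes at 37 degrees C before luminescent detection.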
GLP-1R inv ag: qHTS of GLP-1 Receptor Inverse Agonists (Inhibition Mode); Potency, µM (top dose mostly 38.3 µM), for the others: at the top dose activity change, negative = inhibition, hits mostly inhibitors; Glucagon-like peptide 1 receptor (Homo sapiens), P43220; actives 1.6% (n = 410,000); HEK293 GLP-1R CRE-luciferase, luminescence, 24 h; GLP-1R form is constitutively active; further: potency means the concentration at half of the fitted maximal effect; on the % scale 0 is the no-effect control and ±100 the full control effect; nearly all actives have a fitted effect of over 55% in size
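Luminescence readout: a drop in cAMP-driven luciferase signal flags inverse agonism at a constitutively active GLP-1R stably expressed in HEK293. Compound exposure lasted 24 hr at 37 deg C, 5% CO2.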
GLP-1R agonist: qHTS of GLP-1 Receptor Agonists; Glucagon-like peptide 1 receptor (Homo sapiens), P43220; HEK293 GLP-1R CRE-luciferase, luminescence, 4-6 h; cells express a hypersensitive GLP-1R form; Potency, µM (series often up to 45.6 µM), for the others: at the top dose activation, actives largely listed as activators; actives 0.007% (n = 380,000); AID 624172, 2012; further: potency means the concentration at half of the fitted maximal effect; % of control where 0% means no effect
TDP43 rescue: qHTS of TDP-43 Inhibitors; TDP-43 expressing yeast growth rescue, BacTiter-Glo, 24 h; actives 1.8% (n = 410,000); Potency, µM (top dose mostly 46.1 µM), for inactives: at the top dose growth rescue (activation), actives largely listed as activators; further: potency means the concentration at half of the fitted maximal effect; % of control where 0% means no effect; nearly all actives have a fitted effect of over 50% in size
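Yeast expressing TDP-43 (pregrown in raffinose, seeded at OD600=0.02 in galactose medium) exposed to compounds 24 hr at 30 deg C. Growth read by BacTiter-Glo luminescence; rescue of toxicity appears as increased signal.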
KB-V1 cytotox: qHTS assay for MDR1-selective chemotherapeutics: Primary screen using the drug-selected MDR subline cells KB-V1; KB-V1 MDR cells viability, CellTiter-Glo, 72 h; Potency, µM (titrated, usually from 46.1 µM), for the others: at the top dose activity change, negative = cytotoxicity, hits mostly cytotoxic; actives 3.4% (n = 400,000); AID 1347076, 2019; further: potency means the concentration at half of the fitted maximal effect; on the % scale 0 is the no-effect control and ±100 the full control effect; nearly all actives have a fitted effect of over 60% in size
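qHTS viability screen in drug-selected KB-V1 MDR cells: 72 h compound treatment at 37 degrees C, ATP luminescence end point.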
DRD3 agonist: qHTS of D3 Dopamine Receptor Agonist: qHTS; D3R DiscoveRx beta-arrestin cells, luminescence, 90 min; AID 652048, 2013; D(3) dopamine receptor (Homo sapiens), P35462; actives 0.58% (n = 410,000); max activation, %; in the data active means max activation above about 30%; further: 0% is about no effect; mostly tested at two doses, the higher about 12 µM
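Agonist-mode cell screen: cells plated at 1500/well and incubated overnight at 37 °C, then exposed to library compounds for 90 min at 37 °C. Detection reagent was added for 30–60 min at room temperature, and luminescence was read.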
GLP1R cytotox: qHTS of GLP-1 Receptor Inverse Agonists: Cytotox Screen | AID 624418, 2012 | Potency, µM (top dose mostly 38.3 µM), without a hit: top-dose activity change, negative = inhibition, usual class: inhibitors | actives 0.13% (n = 410,000) | HEK293 cAMP-luciferase reporter cells, luminescence, 24 h;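 further: loss of luciferase light is scored as toxicity; potency means the concentration at half of the fitted maximal effect; on the % scale 0 is the no-effect control and ±100 the full control effect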
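A 23 nL compound transfer followed 12 hours of cell culture at 37 deg C; exposure then lasted 24 hr. Luciferase assay detection reagent was dispensed and plates read for luminescence after a 12 min room-temperature wait.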
aSyn yeast inh: qHTS of alpha-syn Inhibitors. Yeast expressing alpha-synuclein, growth rescue, BacTiter-Glo, 24 h. Potency, µM (doses to about 46.1 µM), for inactives: at the highest dose growth rescue (activation), hits mostly activators. AID 652106, 2013. actives 0.14% (n = 370,000); further: potency means the concentration at half of the fitted maximal effect; % of control where 0% means no effect; nearly all actives have a fitted effect of over 65% in size
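Screening used galactose-induced yeast with toxic alpha-synuclein levels, exposed to compound for 24 hr at 30 deg C. Cell growth, read with BacTiter-Glo luminescence, gave the measured signal.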
Active calls of the source: *; i = inactive; ? = inconclusive; / = not tested or not shown; [ ] = dose if it differs, or a comment. Unless noted, the call rests on the fitted dose curve; in most records, active means well fitted curve in the direction sought with a large enough effect; inconclusive means small, poorly fitted or top-dose-only effect, or another doubt; inactive means no such curve, though single readings can be large; an effect the other way counts as inactive or inconclusive. An excerpt; count on the stated rates, not on these rows.

SMILES	PTHR1 ag	DRD3 antagonist	GLP-1R inv ag	GLP-1R agonist	TDP43 rescue	KB-V1 cytotox	DRD3 agonist	GLP1R cytotox	aSyn yeast inh
Cc1nc2c(c(=O)n1CCC(C)C)c1nc3ccccc3nc1n2CC1CCCO1 (stereo not given)	i	9.9	15.8%	-0.5%	2.5%	-0.7%	17.2	-7.3%	-4.6%
O=C(c1cnc(Cl)c(Cl)c1)N1CCC(Cc2ccccc2)CC1	-13.0%	-0.4	?	7.1%	12.6µM*	?	-6.4	-14.6%	10.4%
CNC(=O)c1cc(C(=O)c2ccccc2Br)c[nH]1	-52.4%[inhibitor]	0.0	40.7%[activator]	6.2%	-11.4%	12.6%	-7.6	-0.8%	-5.7%
O=C(Cc1ccccc1)Nc1ccc(N2CCOCC2)cc1	-12.4%	-6.9	15.6%	1.7%	-8.5%[9.22 µM]	9.0%	-27.2	22.8%	11.9%
CCN(CC)CCNc1nc(-c2cccs2)c(CC(=O)O)s1	-19.0%	-10.0	-10.7%[0.307 µM]	0.4%	8.1%	7.6%	6.0	11.4%[0.307 µM]	2.4%
Cc1cc(S(N)(=O)=O)c(N)c(S(N)(=O)=O)c1	-10.8%	-3.0	2.0%	1.3%	-22.6%	8.2%	-1.5	7.2%	-4.5%
CC1=Nn2c(nc(-c3ccccc3)c2-c2ccccc2)N(CC(N)=O)C(=O)C1	i	?	-20.2%	-5.6%	10.2%	5.6%	-2.1	-16.9%	3.7%
CCN(CC)CCN1C(=O)C2C3c4ccccc4C(c4ccccc43)C2C1=O (stereo not given)	i	-5.7	?	-0.9%	6.5%	0.0%	2.0	11.6%	0.2%
Cc1ccc(C(=O)N2CC(C)OC(C)C2)c(Cl)c1 (stereo not given)	-23.4%	6.8	-4.1%	-0.8%	-10.9%	3.9%	1.4	6.7%	3.8%
Cc1ccc(-c2csc(Cc3nc(-c4cc5ccccc5oc4=O)cs3)n2)cc1	-35.3%	2.7	18.6%	0.2%	-15.6%	?	11.7	15.9%	-12.2%
Cc1cccc(NC(=O)CCc2ccccc2)c1C	-15.9%	-9.3	7.3%	0.5%	18.9%	-9.7%	0.9	-0.9%	-18.1%
COc1ccc2[nH]c(C(=O)N3CCN(C)CC3)c(C)c2c1	-5.3%	31.7	-2.9%	18.4%	-2.1%	13.6%	-3.3	1.1%	3.2%

3 entries drawn at random from the list so far, as already listed:
SMILES	PTHR1 ag	DRD3 antagonist	GLP-1R inv ag	GLP-1R agonist	TDP43 rescue	KB-V1 cytotox	DRD3 agonist	GLP1R cytotox	aSyn yeast inh
CC1=Nn2c(nc(-c3ccccc3)c2-c2ccccc2)N(CC(N)=O)C(=O)C1	i	?	-20.2%	-5.6%	10.2%	5.6%	-2.1	-16.9%	3.7%
O=C(c1cnc(Cl)c(Cl)c1)N1CCC(Cc2ccccc2)CC1	-13.0%	-0.4	?	7.1%	12.6µM*	?	-6.4	-14.6%	10.4%
CNC(=O)c1cc(C(=O)c2ccccc2Br)c[nH]1	-52.4%[inhibitor]	0.0	40.7%[activator]	6.2%	-11.4%	12.6%	-7.6	-0.8%	-5.7%

Further records follow.
SMILES	PTHR1 ag	DRD3 antagonist	GLP-1R inv ag	GLP-1R agonist	TDP43 rescue	KB-V1 cytotox	DRD3 agonist	GLP1R cytotox	aSyn yeast inh
Cc1cccc(C)c1C(O)c1ncc(-c2ccccc2Cl)[nH]1 (stereo not given)	i	19.1	-12.6%	10.2%	24.1%	3.1%	1.5	2.2%	-7.3%
CCC1=C(c2ccc(C)cc2)S(=O)(=O)N=C1N1CCC(C(=O)N2CCCCC2)CC1	-2.7%	/	11.7%	/	20.9%	-1.2%	9.5	-11.1%	/
O=S1(=O)C[C@H](N2CCN(CC3CC3)CC2)[C@@H](COCc2ccccc2)N1	-15.8%	0.0	2.0%	-1.2%	-15.4%	13.5%	-11.0	-5.1%	-8.1%
Cc1cccc(C)c1NC(=O)CN1C(=O)S/C(=C\c2cccn2-c2cccc(C(=O)O)c2)C1=O	-21.0%	18.9	0.0%	-10.4%	-7.4%	15.6%	2.5	-24.1%	3.7%
O=C1c2ccccc2C(c2nnnn2-c2ccc3c(c2)OCCO3)N1CCc1ccc(O)cc1 (stereo not given)	-59.5%[inhibitor]	1.9	30.6%	-2.6%	7.7%	-18.4%	9.8	3.3%	-1.4%
O=C(N/N=C\c1ccc(Sc2ccccn2)o1)c1cccc(Br)c1	?	21.5	2.0%	8.7%	14.1%	23.1µM*	-5.9	-4.0%	0.1%
COc1ccc(C(CC(=O)NCc2ccccc2)C(C)C)cc1 (stereo not given)	i	11.7	-18.3%	9.6%	24.6%	?	2.5	6.2%	5.1%
CN(C)C(CNC(=O)c1oc2ccccc2c1CSc1ncn[nH]1)c1ccco1 (stereo not given)	i	-22.2	-6.3%	7.5%	1.9%	-20.9%	-12.4	17.3%	-1.3%
COC(=O)c1cc(Br)cn1S(=O)(=O)c1ccccc1	-8.4%	-10.6	?	17.7%	1.5%	2.4%	3.9	13.5%	9.4%
CSc1nnc(-c2ccc(Cl)cc2Cl)o1	-3.2%[57.5 µM]	7.7	25.5%	9.7%	3.8%	14.1%	5.3	0.4%	-13.0%
COc1ccccc1OCCn1nc2ccccc2c1OC	-17.9%	-1.8	1.8%	/	?	-30.5%	-1.4	-1.6%	?
CCOC(=O)c1c(C)[nH]c(N=Nc2ccc(C)cc2)c1C	-39.5%[inhibitor]	22.4	?	22.5%	-2.2%	?	9.6	?	-27.3%
O=C(OCc1nc2ccccc2s1)c1cccs1	i	5.9	0.0%	-4.8%	-1.6%	13.2%	-4.6	0.8%	/
Cc1cc(N2CCN(C(c3ccccc3)c3ccccc3)CC2)n2ncnc2n1	-11.3%	4.2	11.2µM*	20.9%	-5.9%	?	3.9	-9.8%	2.6%
CN(/N=C/c1ccncc1)c1cnn(-c2ccc(F)c(Cl)c2)c(=O)c1Cl	i	30.2	3.7%	-11.8%	-3.4%	15.0%	-3.1	5.1%	/
O=C1NC(=Nc2ccccc2Br)SC1(CO)CO	i	6.3	10.5%	-1.3%	5.8%	-6.5%	-1.8	3.9%	1.5%
COc1cccc(-c2ccc(NC(=O)C3CCCN(Cc4cccc(C)n4)C3)cc2)c1 (stereo not given)	i	-3.9	?	17.3%	-4.3%	-6.3%	-0.1	?	0.2%
COc1ccc(Nc2ccc(S(=O)(=O)N3CCCCC3)cc2[N+](=O)[O-])cc1Cl	i	-0.6	?	8.3%	15.4%	?	-2.3	0.8%	6.1%
Clc1ccc(-c2nsc(N3CCOCC3)n2)c(Cl)c1	-21.5%	-6.1	?	19.3%	0.0%	-27.0%	-5.1	-7.2%	-0.6%
CCOC(=O)C1CCCN(c2oc(-c3ccc(OC)cc3)nc2C#N)C1 (stereo not given)	-68.6%[inhibitor]	13.7	9.4%	18.0%	3.0%	10.8%	2.2	-2.9%	8.3%
O=C(c1ccccc1)N1CCN(CC(O)COc2cccc3ccccc23)CC1 (stereo not given)	i	-3.1	-18.8%	-5.9%	8.7%	?	3.2	-38.5%	5.8%
COc1cc(NC(=O)COc2ccccc2Cl)ccc1NC(=O)C(C)C	i	-74.0*	-1.1%	-0.5%	/	9.8%	-9.2	-14.3%	2.5%
COc1ccc(NC(=S)/N=C(\N)Nc2nc(C)c3ccccc3n2)cc1	-20.0%	1.0	?	-1.3%	28.7%	?	8.9	?	1.8%
O=C(Nc1ccc2nc(-c3ccco3)c(-c3ccco3)nc2c1)N1CCCCCC1	-9.4%[57.5 µM]	-20.1	7.2%	-4.0%	-7.9%	?	0.6	371.4%[activator]	4.0%
CCOC(=O)c1c(C)n(C)c2ccc(OC(C)C(=O)OC)cc12 (stereo not given)	?	26.1	2.0%	15.0%	18.3%	-6.4%	0.9	-1.4%	-0.6%
Cn1c(CC(=O)Nc2ccccc2F)nnc1SCC(=O)Nc1nncs1	-0.9%	7.8	1.3%	10.7%	-6.2%	2.6%	10.5	-7.1%	-6.4%
Cc1cccc(N2CCN(C(=O)c3ccc(CS(=O)c4cccc(Cl)c4)o3)CC2)c1C (stereo not given)	-26.8%	/	1µM*	/	19.7%	/	-11.8	?	/
Cn1c(=O)c2c(ncn2CC(=O)OCC(=O)c2ccc(F)c(F)c2)n(C)c1=O	-5.2%	20.0	12.8%	-0.5%	-18.7%	/	0.8	15.0%	1.8%
COc1cc(/C=C2\SC(=S)N(CC(=O)NC(C)(C)C)C2=O)cc(OC)c1OC	-24.8%	2.5	?	0.6%	0.0%	15.3%	-1.4	-26.5%	12.4%
CSCCC(NC(=O)c1ccccc1Br)C(=O)NCc1ccc(F)cc1 (stereo not given)	-7.7%	-3.3	3.0%	6.7%	11.0%	18.3%	3.9	-6.4%	-1.4%
COc1ccc(OC)c(C(C)NS(=O)(=O)c2cccs2)c1 (stereo not given)	-41.2%[inhibitor]	9.9	0.4%	-0.7%	-12.2%	-6.1%	-4.2	-4.2%	5.9%
O=C(Cc1cccs1)NCc1cccc(C(F)(F)F)c1	i	-16.1	?	20.8%	-10.3%	15.8%	-9.0	12.3%	11.1%
O=C(Nc1ccc2c(c1)OCCO2)c1ccccn1	-33.3%[inhibitor]	0.9	?	-0.4%	-31.6%[inhibitor]	?	0.6	-16.9%	-24.1%
CC1(C)C(=O)N(OCc2ccccc2)C(C)(C)C(=O)N1OCc1ccccc1	-29.2%	3.4	10µM*	0.8%	?	?	1.7	-4.2%	4.1%
